# Compound activity deposited in PubChem by Sanford-Burnham Center for Chemical Genomics.
# TAG inh: triacylglycerol accumulation inhibition; H9c2 cells, Nile Red lipid (TAG) fluorescence; cells loaded with 200 µM oleic acid; inhibition, % at 12.5 µM; actives 0.66% (n = 230,000); AID 651582;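 active means pattern-corrected inhibition of lipid staining of at least 50% with the nuclear-stain viability signal not falling by more than 50%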;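 further: 0% = DMSO wells and 100% = triacsin C control wells; some results filed as inactive read as strong as hits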
# TAG inh DAPI viability: recorded beside TAG inh, whose call it bears; DAPI nuclei signal change (viability), lower = more cytotoxic, %;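 whole-well DAPI fluorescence read on a plate reader as a viability signal; minus 50 percent equals half of cells still viable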
# Active calls of the source: *; & = joins results of further samples. Only part of the results is shown; count on the stated rates, not on these rows.
Structure	TAG inh	TAG inh DAPI viability
C=CCOc1c(Br)cc(CNc2nccs2)cc1OC	3	-11
COc1ccc(NC(=S)NCC2CCCO2)c(OC)c1 (configuration not stated)	-18	3
Cc1nonc1CC(=O)N1CCCC(C(=O)c2cccc(C(F)(F)F)c2)C1 (configuration not stated)	11	-4
Cc1cc([N+](=O)[O-])cc(/C=N\NC(=O)C2COc3ccccc3O2)c1O (configuration not stated)	25	0
CCN(Cc1ccncc1)Cc1ccc(OC)cc1OC	1	-10
O=C1CN(C(=O)COc2ncnc3ccccc23)c2ccccc2N1	-3	4
C=CCNC(=O)N[C@@H](Cc1ccccc1)C(=O)OC	-13	-5
COc1ccccc1NC(=O)Cc1nn(C)c(=O)c2ccccc12	-46	-5
COc1ccc(NC(=O)c2ccc(-c3ccc(OC)cc3)s2)cc1	13	-20
COc1cc(NC(=O)C/C(C)=N/NC(=O)c2cccs2)c(OC)cc1Cl	3	0
COc1cccc(NC(=O)Cn2nnc(C(=O)Nc3ccccc3)c2N)c1	18	4
OC(COc1ccccc1)Cn1c2ccccc2c2ccccc21 (configuration not stated)	-6	1
Cc1ccc(C(O)c2ncc(-c3cccc(C(F)(F)F)c3)[nH]2)c(C)c1 (configuration not stated)	-22	-1
C/C(CCc1ccccc1)=N/NC(=O)C(=O)NC(C)c1ccccc1 (configuration not stated)	0	-1
CCN1C(=O)[C@H]2[C@@H](c3ccc(OC)cc3)N3C(=O)CN(CC4CC4)C(=O)[C@@]3(C)[C@H]2C1=O	-9	3
CCOc1ccccc1NC(=O)CSc1nnc(-c2ccncc2)o1	1	-6
CCS(=O)(=O)C(C)(CCl)C(=O)Nc1ccc(C(=O)OC)cc1 (configuration not stated)	-12	7
COc1ccccc1OC(C)C(=O)N1CCc2ccccc21 (configuration not stated)	-7	4
Cc1sc(NC(=O)c2ccco2)c(C(c2cccnc2)N2CCN(C)CC2)c1C (configuration not stated)	32	-12
O=C(Nc1cccc(Cl)c1)N(CCN1CCOCC1)Cc1ccccc1F	-2	-9

# Next entries.
Structure	TAG inh	TAG inh DAPI viability
COc1ccccc1NC(=O)CC(NC1CCCCC1)C(=O)O (configuration not stated)	8	-2
O=C(COC(=O)COc1cccc(Br)c1)Nc1ccc(F)cc1F	-4	-3
CCc1c(N)nc(N)nc1Nc1ccccc1C	-38	7
CC(=O)N/C(=C/c1ccc(OS(=O)(=O)c2ccc(C)cc2)cc1)C(=O)NCCCO	0	2
O=C(CSc1nnc(CNc2ccc(F)cc2)n1CC1CCCO1)Nc1ccccc1 (configuration not stated)	5	-5
CC(C)(C)OC(=O)N(CCc1ccccc1)Cc1ccccc1OCc1ccc(NC(=O)C2CCC2)cc1	5	5
CCOC1(OCC)N=C(N)C2(C#N)C(c3ccc(NC(C)=O)cc3)C12C#N (configuration not stated)	-11	8
c1ccc(CN2CCN(C3CCCSc4ccccc43)CC2)cc1 (configuration not stated)	2	11
CCCCOc1ccc(C(=O)NCC(=O)N2CCN(C/C=C/c3ccccc3)CC2)cc1	8	-7
Cc1cccc(NC(=O)c2cc(=O)n(Cc3ccccc3)c(=O)[nH]2)c1	0	-1
CC(C)(C)c1[nH]c2ccccc2c1/C=N/O	24	-1
O=C(c1cc(=O)c2ccccc2o1)N1CCN(c2ccccc2)CC1	2	-12
CC(NC(=O)c1ccc(S(=O)(=O)N(C)C)cc1)c1ccccc1 (configuration not stated)	15	17
CC[C@]12c3[nH]c4cc(CCC(=O)N(C)C)ccc4c3CCN1C(=O)[C@@H](CC(=O)NC/C=C(\C)CCC=C(C)C)C[C@@H]2C(=O)N1CCN(C(=O)C2CC2)CC1	-11	10
COc1ccccc1C(=O)Nc1ccc2c(c1)nc(CCNC(=O)c1ccccc1)n2C	11	-4
COC(=O)c1ccc2cc(OC)cc([N+](=O)[O-])c2n1	-9	4
Oc1ccc(Br)cc1/C=N/N1CCN(Cc2ccccc2)CC1	-12	9
Cc1ccc(NC(=O)COC(=O)c2ccccc2F)cc1S(=O)(=O)N1CCCCC1	4	9
Cc1cc(Oc2ccc(C(C)(C)C)cc2)nc(N2CCOCC2)n1	16	3
Cc1cc(NC(=O)COC(=O)C2=NN(c3ccccc3)C(=O)CC2)c([N+](=O)[O-])cc1C	15	6

# The results go on.
Structure	TAG inh	TAG inh DAPI viability
CCn1c(=O)c([N+](=O)[O-])c(N2CCSCC2)c2ccccc21	5	-4
CCOC(=O)N1CCN(C(=O)NC2CCCCC2)CC1	-3	-2
CCS(=O)(=O)N1Cc2ccccc2CC1C(=O)OCC(=O)N(C(C)C)C(C)C (configuration not stated)	-11	2
O=C(NCCO)c1ccccc1O	19	-11
Cc1nc(N2CCCCC2)c2c(-c3cccs3)csc2n1	2	12
CN(C)C(C(=O)Nc1cc(Cl)cc(Cl)c1)c1ccccc1 (configuration not stated)	-5	-1
CC(/C=N\N1CCN(c2ccc(Cl)cc2)CC1)=C\c1ccccc1	-4	-10
COc1ccc(CN(CC(=O)NC2CCCC2)C(=O)c2ccc(-c3ccccc3)[nH]2)cc1	-34	4
O=C(NC(c1ccc(Cl)cc1)c1ccsc1)C1CCN(Cc2cccc(C(F)(F)F)c2)CC1 (configuration not stated)	-10	3
COc1ccc(NC(=O)CN2CCN(CC(=O)Nc3ccccc3Cl)CC2)cc1	11	-9
Cc1ccc(Cl)cc1NC(=O)C(=O)N/N=C/c1ccc2c(c1)OCO2	5	2
CS(=O)(=O)c1ccc(C(=O)OCC(=O)N(CCc2ccccc2)Cc2ccccc2)cc1	2	7
Cc1ccc(NC(=O)CSC(C)C(=O)NCCc2ccccn2)cc1 (configuration not stated)	6	-8
O=S(=O)(CCN1CCCC1)NCCNS(=O)(=O)c1ccc(F)cc1Br	-2	3
CC(C)(C)c1nc(SCC(=O)N2CCCC2)c2ccccc2n1	-12	0
COc1ccc(OCC(=O)Nc2nnc(S(=O)(=O)N3CCCCCC3)s2)cc1	-13	6
CCN(CC(=O)Nc1ccc(Br)cc1)C(=O)c1nc2nc(C)cc(C)n2n1	-6	-3
Cc1ccc(-c2ccc(CN3C(CC(C)C)C(=O)N(Cc4cn(CC5CCCCC5)nn4)CCS3(=O)=O)cc2)cc1 (configuration not stated)	18	5
COc1cccc2c(N/N=C/c3ccc(O)c(O)c3)cc(C)nc12	-7	3
Cc1cc(C)c(S(=O)(=O)Nc2ccc(N3CCOCC3)cc2)c(C)c1	12	-10

# Full records, looked up by structure:
# COc1cccc2c(N/N=C/c3ccc(O)c(O)c3)cc(C)nc12 is entered as TAG inh = -7; TAG inh DAPI viability = 3
# CS(=O)(=O)c1ccc(C(=O)OCC(=O)N(CCc2ccccc2)Cc2ccccc2)cc1 is entered as TAG inh = 2; TAG inh DAPI viability = 7
# CC(/C=N\N1CCN(c2ccc(Cl)cc2)CC1)=C\c1ccccc1 is entered as TAG inh = -4; TAG inh DAPI viability = -10

# Additional entries.
Structure	TAG inh	TAG inh DAPI viability
Cc1cccc(OCCCN2CCOCC2)c1C	-4	-6
CCOC(=O)c1ccccc1-n1nnnc1C	7	-15
Nc1nc(NCc2ccco2)nc(N2CCOCC2)c1[N+](=O)[O-]	-19	11
Cc1ccc(CN(Cc2ccco2)C(=S)NCC(=O)NCc2cccnc2)cc1	3	1
COc1ccc(C2C(C(C)=O)=C(O)C(=O)N2CCCn2ccnc2)cc1OC (configuration not stated)	3	0
O=C(CCC1CCCC1)NCc1cccs1	2	1
Cc1csc(NC(=O)c2cc3c(s2)CCC3)n1	-15	6
Cc1cc(N2CCN(C(=O)c3ccco3)CC2)n2ncnc2n1	-13	11
COc1ccc(-c2c(N)n[nH]c2C)cc1OC	-13	2
O=C(Nc1nnc(C2CCCCC2)s1)c1ccco1	6	-5
Cc1ccc(Nc2cc(=O)n(C3CCCCC3)c(=O)[nH]2)cc1C	8	-8
CCNC(=S)N/N=C/c1cccs1	-17	6
O=C(c1ccco1)N1CCN(C(=O)c2ccc(-c3ccc([N+](=O)[O-])cc3)o2)CC1	1	-8
COc1ccc(OC)c(C2=NOC(C(=O)Nc3c(C)n(C)n(-c4ccccc4)c3=O)C2)c1 (configuration not stated)	19	-1
COc1ccc(-c2coc3cc(O)ccc3c2=O)cc1	-19	0
COc1ccc2ccccc2c1CN(C)Cc1ccccc1	-18	8
CC(C)c1ccc(NC(=O)C2(C)Cc3c(-c4ccc(C(N)=O)cc4)ccnc3O2)cc1 (configuration not stated)	-7	8
O=C(NNc1nc2cc3c(cc2s1)OCCO3)c1ccccc1	-5	9
Cc1ccc(S(=O)(=O)N2CCN(C(C)C(=O)NCC(C)c3ccccc3)CC2)cc1 (configuration not stated)	0	-2
COc1cc2[nH]c(=O)n(CCC(=O)NCCCN3CCN(c4ccccc4F)CC3)c(=O)c2cc1OC	3	-2

# 4 compounds already listed, ordered by formula weight, falling.
Structure	TAG inh	TAG inh DAPI viability
COc1ccc(C2C(C(C)=O)=C(O)C(=O)N2CCCn2ccnc2)cc1OC (configuration not stated)	3	0
COc1ccc(-c2coc3cc(O)ccc3c2=O)cc1	-19	0
COc1ccc(-c2c(N)n[nH]c2C)cc1OC	-13	2
CCOC(=O)c1ccccc1-n1nnnc1C	7	-15

# Next entries follow.
Structure	TAG inh	TAG inh DAPI viability
CCC(=O)Nc1nc2ccccc2n1Cc1ccc(C)cc1	6	-5
COC(=O)Nc1ccc2c(c1)N(C(=O)CCN1CCN3CCCC3C1)c1ccccc1CC2 (configuration not stated)	-3&5	3&13
COc1cccc(CNC(=O)C2CSC3(C)CCC(=O)N23)c1 (configuration not stated)	0	9
CC1CCCCN1CCNC(=O)C1CCN(S(=O)(=O)c2cccc3cccnc23)CC1 (configuration not stated)	6	12
COc1cc(/C=C(\C#N)C(=O)Nc2cccnc2)ccc1OC(C)C	8	8
Cc1ccc(C(=O)NC(=S)/C=C2\N(C)c3ccccc3C2(C)C)cc1	-48	10
O=C(CN1CCOCC1)Nc1ccccc1Sc1ccccc1	-2	-6
CCN(CC)CCCNc1ccc2ncn3c4ccc(O)cc4c(=O)c1c23	-103	-42
COc1cc(C)c(S(=O)(=O)N2CCCC2)cc1C(C)C	-12	-3
CC(C)(C)c1ccc(S(=O)(=O)N2CCN(CC(O)CN3CCOCC3)CC2)cc1 (configuration not stated)	2	-1
Cc1noc(C)c1C(=O)N(CC(C)C)c1nc2ccccc2s1	-15	7
Cn1c(=O)oc2cc(S(=O)(=O)N3CCc4ccccc4C3)ccc21	-1	-1
CCCCC1=CC2=C(c3ccco3)C(=O)C(C)(OC(=O)c3ccc(OC)cc3)C(=O)C2=CN1CCCN(CC)CC (configuration not stated)	-3	5
O=c1[nH]nc(SCCS(=O)(=O)c2ccc(F)cc2)n1-c1ccc2c(c1)OCCO2	14	0
COc1ccc(CNC(=O)C/C(C)=N/NC(=O)C23CC4CC(CC(C4)C2)C3)cc1	1	3
CCN(CC)CCNC(=O)c1ccc(NC(=O)Cc2ccsc2)cc1	5	12
O=C(c1cn(-c2ccccc2)nc1-c1cccs1)N1CCN(c2ccc(F)cc2)CC1	6	2
CC(C)Nc1nc(NC2CCCC2)nc(N2CCOCC2)n1	3	9
Cc1ccccc1NC(=O)NCCCN1CCN(c2ccccc2)CC1	3	-5
O=[N+]([O-])c1ccc2c(c1)OCCOCCOCCOCCOCCOCCO2	2	16

# The list goes on:
Structure	TAG inh	TAG inh DAPI viability
CCCSC1=C(C#N)C(c2ccccc2C)CC(=O)N1 (configuration not stated)	1	-2
COc1cc(C)c(NC(=O)c2cc(C3CC3)nc3c2cnn3C(C)C)cc1OC	9	-14
CCN(CC)CCN(Cc1cc2cc3c(cc2[nH]c1=O)OCCO3)C(=S)NCC1CCCO1 (configuration not stated)	3	-7
Cc1ccc(NC(=O)CNc2ccc(OC(C)C)cc2)cc1	37	4
Cc1nc2ccccn2c1-c1ccnc(SCc2ccc(Cl)cc2)n1	-13	0
CC(C)OC(=O)CSc1ncnc2c1cnn2Cc1ccccc1	-2	1
Cn1cc(CN2CCN(c3ncccn3)CC2)c(-c2cccc(Cl)c2)n1	-17	9
Cc1cccc(N2CCN(C(=O)/C=C/c3cccs3)CC2)c1C	3	9
O=S(=O)(c1ccc(F)cc1)N1CC=C(c2ccccc2)CC1	-3	7
COC(=O)COc1ccc(S(=O)(=O)N2CCN(c3ccccc3)CC2)cc1	9	4
O=C(O)c1cc(N/N=C/c2ccc(OCc3ccccc3)cc2)ccc1Cl	0	-8
COc1cccc2cc(C(=O)NCc3ccc(C)cc3)c(=N)oc12	-10	3
O=C1c2ccccc2S(=O)(=O)c2cc(C(=O)N3CCN(c4c(Cl)cncc4Cl)CC3)ccc21	-11	-14
CCc1ccc(NC(=O)NC(C)c2ccc3c(c2)OCO3)cc1 (configuration not stated)	0	-3
COc1cccc(/C=C/C(=O)OCC(=O)Nc2ccc3c(c2)OCO3)c1	-11	-2
Nc1nc(CCl)nc(Nc2cccc3ccccc23)n1	81*	-47*
COc1ccc(-c2csc(N3CCC(c4ccccc4)C3)n2)cc1 (configuration not stated)	-144	13
Cc1ccccc1C(=O)Nc1ccnn1C1CCN(CCCc2ccccc2)CC1	10	2
CC(C)(C)c1ccc(OCC(=O)Nc2ccc(C(=O)Nc3ccccc3C(=O)O)cc2)cc1	1	5
Cc1noc(C)c1C(=O)N1CCN(Cc2ccccc2)CC1	-3	-13

# 2 entries from above, field by field:
CCCSC1=C(C#N)C(c2ccccc2C)CC(=O)N1 (configuration not stated)
- TAG inh: 1
- TAG inh DAPI viability: -2

Cn1cc(CN2CCN(c3ncccn3)CC2)c(-c2cccc(Cl)c2)n1
- TAG inh: -17
- TAG inh DAPI viability: 9
